Compound activity from PubChem BioAssay.
CHT PAM: allosteric activators of human choline transporter CHT; CHT-expressing cells, membrane potential dye, choline EC20; hits give high values; LV-AA mutant CHT in HEK293 cells; B-score at 10 µM; actives 0.49% (n = 310,000); AID 488977;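 active = initial fluorescence not abnormally high and integrated response B-score, plate-corrected, over 3 SD above library mean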
Target sequence (Q9GZV3 whole entry, looked up): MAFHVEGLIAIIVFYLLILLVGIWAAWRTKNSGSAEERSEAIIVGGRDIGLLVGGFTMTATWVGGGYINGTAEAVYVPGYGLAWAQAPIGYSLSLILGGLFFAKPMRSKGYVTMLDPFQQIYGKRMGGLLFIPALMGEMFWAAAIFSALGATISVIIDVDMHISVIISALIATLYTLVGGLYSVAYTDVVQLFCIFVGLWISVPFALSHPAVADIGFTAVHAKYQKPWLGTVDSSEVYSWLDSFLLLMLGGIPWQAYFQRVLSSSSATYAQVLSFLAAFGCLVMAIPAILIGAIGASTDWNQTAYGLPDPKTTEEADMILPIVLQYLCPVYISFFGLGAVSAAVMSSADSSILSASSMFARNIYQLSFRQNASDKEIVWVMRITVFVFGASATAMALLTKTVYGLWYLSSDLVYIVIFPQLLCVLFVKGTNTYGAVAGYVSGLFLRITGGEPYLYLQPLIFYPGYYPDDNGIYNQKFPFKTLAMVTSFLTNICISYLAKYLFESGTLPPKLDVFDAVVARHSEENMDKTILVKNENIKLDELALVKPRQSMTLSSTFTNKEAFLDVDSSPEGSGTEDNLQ
Numbers without * were called inactive; i = inactive. An excerpt. The share of hits here may be higher or lower than overall.

Sample of the layout (four entries):
smiles,CHT PAM
Cc1cc2nc(-c3ccc(=O)[nH]c3)n(C)c2cc1C,i
O=[N+]([O-])c1ccccc1S(=O)(=O)Nc1ccc2c(c1)OCCO2,i
COC(=O)c1ccccc1NC(=O)c1ccc2c(c1)CC(C)O2 (centres undefined),i
O=C(O)CCCC(=O)Nc1ccccc1SCCS(=O)(=O)c1ccc(Cl)cc1,i

Results, from the first entry:
smiles,CHT PAM
Cc1cc2nc(-c3ccc(=O)[nH]c3)n(C)c2cc1C,i
O=[N+]([O-])c1ccccc1S(=O)(=O)Nc1ccc2c(c1)OCCO2,i
COC(=O)c1ccccc1NC(=O)c1ccc2c(c1)CC(C)O2 (centres undefined),i
O=C(O)CCCC(=O)Nc1ccccc1SCCS(=O)(=O)c1ccc(Cl)cc1,i
CCN(CC)CCNC(=O)c1ccc2c(c1)NC(=O)c1ccccc1S2,i
Cc1oc2c(CN3CCCCC3C)c(O)ccc2c(=O)c1-c1ccc(Br)cc1 (centres undefined),i
CCOC(=O)Cc1csc(NC(=O)CN2CCN(CC)CC2)n1,i
Cc1cc(Cl)ccc1NC(=O)c1ccc2c(c1)CCN2S(C)(=O)=O,i
COc1ccc(NC(=O)CSc2n[nH]c(-c3ccncc3)n2)c([N+](=O)[O-])c1,i
O=C(Nc1ccc(F)cc1)NC1CCCCCCC1,i
S=C(Nc1cccc(Cl)c1Cl)NC1CCN(Cc2ccccc2)CC1,i
COc1cc(C(=O)Nc2c(C(=O)O)[nH]c3ccc(C)cc23)cc(OC)c1OC,i
CCCC(=O)Nc1ccc(-c2nc3ncccc3o2)cc1,i
CCCCn1ccnc1C,i
COc1ccc(-c2csc(NC(=O)CC(NC(C)=O)c3ccccc3)n2)cc1OC (centres undefined),i
Cc1cccc2sc(NC(=O)C3CC3)nc12,i
CN(C)CCNC(=O)Cn1c(=O)c2cccn2c2ccc(F)cc21,i
O=C(NNC(=O)c1ccc(NC(=O)C2CC2)cc1)c1ccc(F)cc1,i
CC1CCCN(S(=O)(=O)c2cccc3nonc23)C1 (centres undefined),i
C=CCN1CC(=O)N2C(c3ccccc3)c3[nH]c4ccccc4c3C[C@H]2C1=O (some centres undefined),i
CC(=O)c1cccc(NC(=O)Nc2ccc3c(c2)OCO3)c1,i
O=c1[nH]c(/C=C/c2ccccc2Cl)c([N+](=O)[O-])c(=O)[nH]1,i
NC(N)=Nc1ccc(N=C(N)N)cc1,i
CN(C)c1ccc(C(=O)N2CCCC(N3CCN(Cc4ccc5c(c4)OCO5)CC3)C2)cc1 (centres undefined),i
COc1cc2c(cc1OC)C(C(=O)Nc1cc(C)c(OC)c(C)c1)CC(=O)N2 (centres undefined),i
COc1ccc(NC(=O)c2ccc(Cl)cc2)c[n+]1[O-],i
Cc1ccc(CNC(=O)Nc2ccc(F)cc2)n1C,i
COc1ccc(C2=NN(C(C)=O)C(c3cccs3)C2)cc1OC (centres undefined),i
CN(Cc1cccc([N+](=O)[O-])c1)Cc1cccc2ccccc12,i
CCn1cc(CCCC(=O)NCc2cccc(OC)c2)c2ccccc21,i
O=C(NCCCSc1ccccc1)c1cccnc1,i
S=C(NCc1ccco1)NCc1ccccc1Cl,i
COc1ccccc1C(=O)Nc1c[nH]c(=O)[nH]c1=O,i
COc1cc(/C=C2/C(=O)N(c3ccc(C(=O)O)cc3)N=C2C)cc(OC)c1O,i
Cn1c(CSCc2ccc(F)cc2)n[nH]c1=S,i
Cc1cccc(NC(=O)NCC2CC2)c1,i
CCOC(=O)c1sc(NC(=O)CN2CCN(c3ccc(OC)cc3)CC2)nc1C,i
COc1cccc(/C=N/NC(=S)NCCc2ccccc2)c1OC,i
N#CCn1c(Cc2ccccc2)nc2ccccc2c1=O,i
CC(C(=O)O)n1c2ccccc2c2cnn(C)c(=O)c21 (centres undefined),i
COc1cc(CNC(C)C23CC4CC(CC(C4)C2)C3)cc(OC)c1OC (centres undefined),i
COc1ccc(C2CC(=O)C(C=NCC(C)C)=C(O)C2)cc1 (centres undefined),i
Cc1c(Cl)cccc1NC(=O)NCc1cccnc1,i
Cc1cc(C)cc(NC(=O)C[n+]2ccccc2)c1,i
CCOc1ccccc1/C=N/Nc1ccnc(=O)[nH]1,i
CC(C)CCN1CC(=O)N2[C@@H](Cc3c([nH]c4ccccc34)C2(C)C)C1=O,i
CCCc1ccc(S(=O)(=O)N/N=C\c2ccc3c(c2)OCO3)cc1,i
COc1cccc(C(=O)NCc2ccc3c(c2)OCO3)c1OC,i
O=Cc1ccc(Oc2nc(Cl)ncc2F)cc1,i
COc1ccc2[nH]cc(CCN3C(=O)c4ccc(C(=O)O)cc4C3=O)c2c1,i
O=C(O)CNS(=O)(=O)c1ccc2c3c(cccc13)C(=O)N2,i
COCC(=O)N/N=C\c1cccc(OC)c1OC/C=C/c1ccccc1,i
CCN1CCN(c2nc3c(c(=O)[nH]c(=O)n3C)n2Cc2ccccc2)CC1,i
O=C(O)c1ccc(Nc2ccc(Cl)c(Cl)c2)c([N+](=O)[O-])c1,i
Cc1ccc(Cl)cc1N(CC(=O)NC(C)c1ccccc1)S(C)(=O)=O (centres undefined),i
Cc1cc(N2CCN(C(=O)Nc3ccccc3C#N)CC2)c2ccccc2n1,i
CCOc1ccc2oc(=O)cc(CN3CCOCC3)c2c1,i
COC(=O)C1=NN(C(=O)c2ccccc2)C(O)(c2ccc([N+](=O)[O-])cc2)C1 (centres undefined),i
Cc1ncc(CO)c(CNc2ccc(Oc3ccccc3)cc2)c1O,i
CCOc1ccc(NC(=O)Nc2nc3ccc(S(C)(=O)=O)cc3s2)cc1,i

More results follow:
smiles,CHT PAM
O=C(CNC(=O)c1ccc(Br)o1)NCc1ccc(Cl)cc1Cl,i
C/C(=N\NC(=O)c1nn(C)c(C)c1Br)c1ccc(NC(=O)C2CCCC2)cc1,i
Cc1ccc2[nH]cc(CCNS(=O)(=O)c3ccc(F)cc3)c2c1,i
COc1ccccc1NC(=O)N[C@@H](Cc1c[nH]c2ccccc12)C(=O)NN,i
CCn1c(/C=C/c2ccccc2F)nc2ccccc2c1=O,i
C=CCc1c(C)nc2cc(-c3ccccc3)[nH]n2c1=O,i
COc1ccc(NC(=O)N2CCCc3ccccc32)c(OC)c1,i
Cc1ccc(S(=O)(=O)Nc2ccccc2C(=O)N2CCCCCC2)cc1,i
Cc1ccc2[nH]cc(CCNC(=O)C3CCCCC3)c2c1,i
CC(C)C(=O)Nc1c(-c2ccccc2Cl)c(=O)c2ccccc2n1C,i
COc1ccc2c(c1)c(C)cc[n+]2Cc1ccccc1,6.73*
Cc1c(O)nc(SCC(=O)Nc2nccs2)n(-c2ccccc2F)c1=O,i

Three compounds out of the list, sorted by molar mass, smallest number first.
smiles,CHT PAM
CCn1c(/C=C/c2ccccc2F)nc2ccccc2c1=O,i
COc1ccc(NC(=O)N2CCCc3ccccc32)c(OC)c1,i
Cc1ccc(S(=O)(=O)Nc2ccccc2C(=O)N2CCCCCC2)cc1,i

Further entries:
smiles,CHT PAM
CCOc1ccccc1C(=O)Nc1c[nH]c(=O)[nH]c1=O,i
Cc1ccc(-n2ncc3c2CC(C)(C)CC3NC(=O)CCc2c(C)noc2C)cc1 (centres undefined),i
CCN(CC)S(=O)(=O)c1cc(OC)ccc1N=Nc1ccc(O)c2ncccc12,i
CC(=O)NCCc1nc2ccccc2n1CCCCOc1ccccc1,i
Cc1cc2c(Nc3ccc(O)cc3)ncnc2s1,i
O=C(N/N=C/c1cn(Cc2ccccc2)c2ccccc12)c1cc(O)cc(O)c1,i
Cc1ccccc1N=Nc1c(N)n[nH]c1N,i
O=C(CN1CCCC1)N1c2ccccc2Sc2ccc(Cl)cc21,i
Cc1cccc(OCCn2ccnc2)c1C,i
Cc1cc(C)cc(CC2CC(=O)N(c3cc(C)ccc3C)C2=O)c1 (centres undefined),i
CCOC(=O)c1c(C)[nH]c(NC(=O)Nc2ccc(NC(C)=O)cc2)c1C,i
O=C1/C(=C\c2ccc(O)c(O)c2)SC(=S)N1Cc1ccccc1,i
COc1cccc(C2/C(=C(\O)c3ccc4c(c3)OCCO4)C(=O)C(=O)N2CC2CCCO2)c1 (centres undefined),i
CC(C)OCCCNc1ncnc2c1nc1n2CCCC1,i
CC(=O)c1ccc(NC(=O)Nc2cccnc2)cc1,i
COc1ccc(/C=N\NC(=O)c2ccc(F)cc2)cc1COc1cc(F)ccc1[N+](=O)[O-],i
COc1cc(CN(C)CC2CCCN(CCc3ccccc3F)C2)cc(Cl)c1OC (centres undefined),i
CC(C)NC(=O)c1ccc2c(c1)N(Cc1ccccc1)C(=O)C(C)(C)O2,i
COc1ccc(S(=O)(=O)N(C)c2ccc(C(=O)Nc3cccnc3)cc2)cc1OC,i
O=[N+]([O-])c1ccc(-c2nc(NCc3cccnc3)c3ccccc3n2)cc1,i
O=C(O)c1ccc2[nH]c3c(c2c1)CCCC3,i
CCc1ccc(N2C(=O)C(Cl)=C(N3CCCCCC3)C2=O)cc1,i
O=C(CSc1nc(Nc2ccccc2)nc(N2CCOCC2)n1)Nc1cc(Cl)ccc1O,i
C/C(=N\NC(=O)Cc1ccc(Cl)cc1)c1cccnc1,i
COc1cccc(N2CC(C)Cn3c2nc2c3c(=O)[nH]c(=O)n2C)c1 (centres undefined),i
CCOc1ccc(Br)cc1CNCc1cccnc1,i
Cc1ccc(C)c(OCC(=O)Nc2ccccc2C(=O)NC2CC2)c1,i
NS(=O)(=O)c1ccc(CCNC(=O)CCS(=O)(=O)c2ccc(Br)cc2)cc1,i
COc1ccc(C(=O)NC2CC2)cc1OC1CCN(Cc2cnn(C)c2C)CC1,i
Cc1cc(F)ccc1NC(=S)NC1CCCC1,i
Clc1ccc(-c2nc3cc(CN4CCCCC4)ccc3o2)cc1,i
Cc1cc(C)c(S(=O)(=O)Nc2ncn[nH]2)c(C)c1,i
Cn1c(=O)[nH]c(=O)c2c1nc(N1CCN(CCO)CC1)n2Cc1ccccc1Cl,i
Clc1cccc(N2CCN(Cc3ccc(Br)o3)CC2)c1,i
CC1(C)CCC(=O)C=C1Nc1ccc(F)c(Cl)c1,i
Nc1ncnc(Nc2ccc(S(N)(=O)=O)cc2)n1,i
O=C(CNC(=O)c1ccc(Br)o1)Nc1ccccc1,i
CCOC(CCc1c(C)nc(NC(C)=O)[nH]c1=O)OCC,i
N#CCC(=O)N/N=C/c1c2ccccc2cc2ccccc12,i
COc1ccc(C(=O)N2CCCC(O)C2)cc1OC1CCN(C(C)C)CC1 (centres undefined),i
O=C(CN1CCN(c2ccccc2F)CC1)c1ccc(O)c(O)c1,i
Cc1cc(C)cc(NC(=O)Nc2cccnc2)c1,i
C/C(=N\NC(=O)c1cc(C)nc2ccc(C)cc12)c1ccncc1,i
Cc1ccc(CNC(=O)c2ccc(OCC(C)C)cc2)n1C,i
Cc1[nH]c2ccccc2c1CCCO,i
COc1ccc(/C=C2\SC(=O)N(CC(=O)Nc3ccc(O)cc3)C2=O)cc1OC,i
CC(=O)Nc1ccc2sc(NC(=O)CN3CCOCC3)nc2c1,i
CN(CCOc1ccccc1)C(=O)C1CCC(=O)N(CCc2ccc(Cl)cc2)C1 (centres undefined),i
O=C(NNC(=S)Nc1ccc(Br)cc1)c1ccccc1Br,i
COc1cc(/C=N/NC(=O)c2cccc(C(=O)N/N=C/c3ccc(O)c(OC)c3)n2)ccc1O,i
COC(=O)c1sccc1NC(=O)Nc1ccc(C(C)=O)cc1,i
O=C(NNC(=S)NC(=O)c1cccs1)c1ccc(O)cc1,i
CC(=O)NCCc1nc2cc(NC(=O)c3ccccc3Cl)ccc2n1C,i
CCc1cc2c(CN3CCN(Cc4ccccc4)CC3)cc(=O)oc2cc1O,i
C/C(=N\NC(=O)Cc1ccc(Cl)cc1)c1cccc(NC(=O)c2cccnc2)c1,i
CCOc1cccc(C(=O)N/N=C/c2ccoc2)c1,i
CCOc1ccc(NC(=O)/C(C#N)=C/c2cn(CC(=O)O)c3ccccc23)cc1,i
Cc1ccccc1-n1ncc(C(C)NS(=O)(=O)c2ccccc2Cl)c1C (centres undefined),i
CC(C)CCC(O)(c1ccccc1)C(CN1CCOCC1)c1ccccc1 (centres undefined),i
COc1ccc(NC(=O)NCc2ccc(Cl)cc2)cc1,i

More records:
smiles,CHT PAM
COc1ccc(OC)c(C2C(C(=O)c3cccs3)=C(O)C(=O)N2CCN2CCOCC2)c1 (centres undefined),i
COc1cc(C)c(CN2CCC(Cc3ccccc3)CC2)cc1C,i
O=C(N/N=C/c1ccncc1)c1cc2ccccc2cc1O,i
COc1ccc(Br)cc1CNc1ccccc1,i
O=C(/C=C/c1ccc(F)cc1)NC(=S)Nc1ccccc1O,i
O=C(Oc1ccc(/C=N/NC(=O)c2ccccn2)cc1)c1cccc(Br)c1,i
Cc1c(C(=O)N/N=C/c2cccnc2)sc(N)c1C#N,i
Cc1ccccc1OCCCN1CCOCC1,i
COc1ccc(CN2CCC(Cc3ccccc3)CC2)c(C)c1C,i
CSc1ncc(C(=O)Nc2cc(C)ccc2C)c(C)n1,i
COc1ccc(S(=O)(=O)N2CCCCCC2)cc1C(=O)N(C)CC(=O)Nc1cc(C)ccc1C,i
COc1ccc(NC(=O)c2ccc(C)cc2)c[n+]1[O-],i
N#CC1=C(N)Oc2cc(O)ccc2C1c1ccc(Br)s1 (centres undefined),i
COc1cc([N+](=O)[O-])ccc1NC(=O)CN1CCc2cc(OC)c(OC)cc2C1,i
